GSH bead fluor – compound fluorescence on glutathione beads, profiling panel, artefact control, biophysical, 488/530 nm, flow cytometry. GSH beads flow cytometry, compound fluorescence 488/530 nm; stronger effect = higher value. fluorescence (KMESF) at 10 µM. 0.25% of 190,000 active; in the data active means fluorescence above about 89;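 further: glutathione beads carrying GST-tagged Bcl family fusion proteins plus one bare bead set; values are compound well signal with DMSO vehicle wells as background; inactives centre near 16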
Bcl-2 Bim block – inhibitors of Bim-Bcl-2 binding, primary screen, biochemical, multiplexed, human Bcl-2 family. AID 950, 2007. Bead-based flow cytometry, Bim peptide-Bcl-2 binding. inhibition, % at 10 µM. 0.06% of 190,000 active. Apoptosis regulator Bcl-2 (Homo sapiens), P10415; in the data active means inhibition above about 40%; inconclusive means no clear call, values can overlap the other calls;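 further: 0% = no compound wells with probe peptide and 100% = reference peptide inhibitor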
RGS8-Gao – RGS8-Galphao binding modulators, primary screen, biochemical, multiplexed bead flow cytometry; Guanine nucleotide-binding protein G(o) subunit alpha (Homo sapiens), P09471; actives lie on both sides; response (percent of control binding), % at 10 µM; 0.34% of 220,000 active; in the data active means response below about 60% or above about 140%; inactive means in between;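 further: Galphao activated as the GDP aluminium fluoride complex binding bead-coupled RGS8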
ABCB1 inh – ABCB1 efflux pump inhibitors, primary screen, cell-based, multiplex, flow cytometry, ABCG2 counter-screen; ATP-dependent translocase ABCB1 (Homo sapiens), P08183; CCRF-Adr cells, JC-1 efflux; inhibition, % at 6.6 µM; 0.067% of 190,000 active; AID 1326, 2008; in the data active means inhibition above about 40%;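 further: 0% = vehicle and 100% = reference inhibitor; higher value means more JC-1 retained so stronger ABCB1 efflux block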
RGS7-Gao – RGS7-Galphao binding modulators, primary screen, biochemical, multiplexed bead flow cytometry. actives lie on both sides. Guanine nucleotide-binding protein G(o) subunit alpha (Homo sapiens), P09471. binding response (% of control), % at 10 µM. 0.35% of 220,000 active; in the data active means binding response below about 49% or above about 150%; inconclusive means no clear call, values can overlap the other calls; inactive means in between;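 further: fluorescent Galphao held in activated GDP-AlF4 state binding bead-coupled RGS7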
Bim-Bcl-B – inhibitors of Bim-Bcl-B binding, primary screen, biochemical, multiplexed, human Bcl-2 family; 0.073% of 190,000 active; AID 951, 2007; inhibition, % at 10 µM; Bcl-2-like protein 10 (Homo sapiens), Q9HD36; bead-based flow cytometry, Bim peptide-Bcl-B binding;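 further: 0% = tracer peptide without compound and 100% = reference inhibitor peptide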
RGS4-Gao reg – modulators of RGS4 binding to Galphao, primary screen, biochemical, multiplexed bead flow cytometry. actives lie on both sides. 0.33% of 220,000 active. Guanine nucleotide-binding protein G(o) subunit alpha (Homo sapiens), P09471. AID 1415, 2008. binding response (% of control), % at 10 µM; in the data active means binding response below about 49% or above about 150%; inactive means in between;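 further: fluorescent Galphao activated with aluminum fluoride binding bead-coupled RGS4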
Bim-Bfl-1 – inhibitors of Bim binding to Bfl-1, primary screen, biochemical, multiplexed, bead-based flow cytometry; AID 1008, 2008; inhibition, % at 10 µM; Bim-Bfl-1 binding inhibition; 0.12% of 190,000 active; Bcl-2-related protein A1 (Homo sapiens), Q16548;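 further: 0% = wells without compound plus tracer and 100% = blocker peptide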
Bcl-XL Bim block – inhibitors of Bim-Bcl-XL binding, primary screen, biochemical, multiplexed, bead flow cytometry, human Bcl-XL; Bim peptide-Bcl-XL binding, fluorescence; inhibition, % at 10 µM; 0.04% of 190,000 active; AID 1007, 2008
Target sequence (Q07817 whole entry, looked up): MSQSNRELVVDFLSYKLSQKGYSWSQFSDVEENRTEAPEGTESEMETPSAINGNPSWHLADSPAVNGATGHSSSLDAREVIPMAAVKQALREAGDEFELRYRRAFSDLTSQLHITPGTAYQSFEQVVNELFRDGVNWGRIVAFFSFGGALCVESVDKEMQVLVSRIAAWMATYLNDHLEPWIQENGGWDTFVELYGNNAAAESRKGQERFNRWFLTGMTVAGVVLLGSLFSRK
ABCG2 inh – ABCG2 efflux pump inhibitors, primary screen, multiplex with ABCB1, IgMXP3 cells, flow cytometry; JC-1 efflux; inhibition, % at 6.6 µM; 0.1% of 190,000 active;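 active means inhibition above 80%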;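 further: 0% = DMSO and 100% = nicardipine control wells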
Target sequence (Q9UNQ0 whole entry, looked up): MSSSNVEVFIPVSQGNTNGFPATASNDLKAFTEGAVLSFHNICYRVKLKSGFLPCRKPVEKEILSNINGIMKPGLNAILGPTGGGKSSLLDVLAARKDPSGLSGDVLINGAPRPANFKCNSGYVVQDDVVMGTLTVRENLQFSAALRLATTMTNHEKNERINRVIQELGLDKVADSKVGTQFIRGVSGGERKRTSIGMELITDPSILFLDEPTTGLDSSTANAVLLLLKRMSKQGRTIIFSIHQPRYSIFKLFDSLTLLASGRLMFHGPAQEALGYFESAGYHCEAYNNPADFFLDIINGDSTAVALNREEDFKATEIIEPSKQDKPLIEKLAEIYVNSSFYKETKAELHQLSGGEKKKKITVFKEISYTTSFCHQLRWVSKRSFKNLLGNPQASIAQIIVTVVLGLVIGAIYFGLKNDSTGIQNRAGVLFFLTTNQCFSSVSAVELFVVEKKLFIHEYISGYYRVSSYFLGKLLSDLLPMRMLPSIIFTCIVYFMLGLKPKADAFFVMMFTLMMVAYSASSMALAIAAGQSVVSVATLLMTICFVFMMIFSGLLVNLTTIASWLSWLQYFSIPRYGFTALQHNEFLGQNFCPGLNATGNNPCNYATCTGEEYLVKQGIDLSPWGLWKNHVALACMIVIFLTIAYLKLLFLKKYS
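Assay system – ABCG2 IgMXP3 and barcoded ABCB1 CCRF-Adr cell mix · Input – 3 million cells/mL in well · Reagent – JC-1 fluorescent substrate · Compound – single test compound dose, 6.6 µM final · Timing – 10 min exposure at 25 °C with rotation, no wash · Detection – flow cytometry of retained JC-1 fluorescence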
Bcl-W Bim block – inhibitors of Bim binding to Bcl-W, primary screen, biochemical, multiplexed, bead-based flow cytometry; inhibition, % at 10 µM; Bim peptide-Bcl-W binding; AID 952, 2007; Bcl-2-like protein 2 (Homo sapiens), Q92843; 0.02% of 190,000 active;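 further: 0% = bound tracer without compound and 100% = peptide blocker; higher means less fluorescent Bim peptide bound to Bcl-W beads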
Target sequence (Q92843 whole entry, looked up): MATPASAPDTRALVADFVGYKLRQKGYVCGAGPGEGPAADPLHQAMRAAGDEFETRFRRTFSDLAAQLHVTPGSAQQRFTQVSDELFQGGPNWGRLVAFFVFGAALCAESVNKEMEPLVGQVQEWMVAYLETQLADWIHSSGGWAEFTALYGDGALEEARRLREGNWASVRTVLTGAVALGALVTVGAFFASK
Numbers without * were called inactive; u = inconclusive; [ ] = dose if it differs, or a comment. Unless noted, no stated cut-off is given here; in the data, active means inhibition above about 40%.

SMILES | GSH bead fluor | Bcl-2 Bim block | RGS8-Gao | ABCB1 inh | RGS7-Gao | Bim-Bcl-B | RGS4-Gao reg | Bim-Bfl-1 | Bcl-XL Bim block | ABCG2 inh | Bcl-W Bim block
CCOC(=O)C1C(=O)NC(c2ccccc2)=NC1c1ccc(Br)cc1 (configuration not stated) | 10 | 0 | 97 | -0.3 | 96 | -5 | 98 | -4 | -4 | 1 | -3
CCC(C)Nc1nc2c(c(=O)n(C)c(=O)n2C)n1Cc1cccc(C)c1 (configuration not stated) | 25 | -10 | 99 | 2.4 | 100 | -7 | 101 | -12 | -6 | 68 | -4
CCN(CC)S(=O)(=O)c1cc(C(=O)c2nccn2C)ccc1Cl | 18 | -2 | 101 | 0.6 | 101 | -4 | 97 | -5 | -2 | 3 | 0
Cc1cccc(OCC(=O)Nc2ccc(N3CCN(C(=O)c4ccccc4)CC3)cc2)c1 | 10 | -1 | 106 | 0.3 | 106 | 0 | 107 | -5 | -3 | -1 | 0
Nc1ccc2c(c1)Nc1ccccc1CC2 | 13 | -4 | 102 | -0.2 | 101 | -3 | 100 | -3 | -1 | 0 | 0
O=C(c1c(F)cccc1F)N1CCCC1 | 13 | -3 | 97 | 0.3 | 98 | -3 | 99 | -3 | -3 | -1 | -4
COc1nc(NC(C)=O)nc(C)c1Br | 23 | -9 | 101 | 1.0 | 97 | -8 | 101 | -15 | -7 | 6 | -4
CCOC(=O)c1c[nH]c(=O)c(Br)c1O | 7 | 0 | 82 | 0.3 | 95 | -1 | 94 | 0 | -3 | 2 | -1
O=C(CSc1nncn1-c1ccccc1)NC1CCCCC1 | 13 | -1 | 98 | -0.1 | 108 | -2 | 101 | -1 | 0 | 0 | 0
O=C(CCNc1cccc(C(F)(F)F)c1)c1ccco1 | 21 | -1 | 103 | 0.5 | 101 | -1 | 102 | -2 | -3 | 5 | -1
C/C(=N\NC(=O)c1c(Cl)cnn1C)c1cccc(NC(=O)COc2ccccc2)c1 | 33 | -6 | 100 | 0.2 | 94 | -10 | 101 | -13 | 1 | 2 | 0
O=C(c1ccco1)N1CCN(C(=O)C2CC(c3ccc(F)cc3)=NO2)CC1 (configuration not stated) | 24 | -2 | 96 | 0.4 | 95 | -2 | 95 | -6 | -2 | 1 | 4
O=S(=O)(c1ccc(-c2csc(=Nc3ccccc3)n2CCCN2CCOCC2)cc1)N1CCOCC1 | 9 | -3 | 95 | 2.4 | 96 | 0 | 97 | 0 | -7 | 6 | -2
Cc1cc(C)n(-c2nc3ccccc3c(=O)n2OCc2ccc(Cl)cc2)n1 | 14 | 0 | 99 | 0.5 | 102 | 0 | 100 | -2 | -1 | 1 | -1
CCOC(=O)c1c(NC(=O)CSc2nc3ccccc3c(=O)n2-c2ccccc2)sc(C(C)=O)c1C | 7 | -2 | 95 | 0.1 | 93 | -5 | 93 | 0 | -4 | -2 | -2
CC(=O)Nc1coc2ccc(Br)cc12 | 6 | -4 | 96 | 0.1 | 93 | -4 | 97 | -6 | -2 | 0 | 2
O=C(c1ccc(Cl)cc1)N1CCCC(c2ccccc2)=N1 | 17 | -1 | 100 | 1.3 | 94 | 0 | 99 | 0 | 2 | 19 | -1
COC(=O)c1ccc(Cn2cc(C(F)(F)F)ccc2=O)cc1 | 18 | -4 | 100 | 0.1 | u | -3 | 101 | -6 | -2 | 1 | -2
CCOC(=O)c1cnc2nc(SC)nn2c1N | 9 | 0 | 99 | 0.6 | 96 | 0 | 98 | -2 | 0 | 9 | 2
CCCOc1ccc(NC(=O)C(=O)NCCCn2ccnc2)cc1 | 11 | -5 | 102 | -0.1 | 109 | -9 | 102 | -7 | -9 | -4 | -5
CC(=O)c1cccc(N(C(=O)CS(=O)CC(=O)Nc2ccc(F)cc2)C(C(=O)NC2CCCCC2)c2ccc(C)o2)c1 (configuration not stated) | 15 | -9 | 95 | 0.2 | 90 | -8 | 91 | -14 | -11 | 2 | -5
O=C(CSC1=NCCN1)C1COc2ccccc2O1 (configuration not stated) | 8 | -2 | 102 | 0.2 | 100 | 1 | 94 | -2 | 0 | 2 | 0
COC(=O)N1CC=CC1(C)C(=O)NCc1cc(F)cc(C(F)(F)F)c1 (configuration not stated) | 17 | 1 | 101 | 0.0 | 101 | -3 | 100 | 0 | -5 | 4 | -2
O=C(Nc1cccc2ccccc12)c1ccc([N+](=O)[O-])s1 | 19 | -1 | 101 | 1.5 | 100 | -6 | 101 | 0 | -4 | 8 | -4
O=C(COC(=O)CCC(=O)c1ccc(F)cc1)Nc1ccc(N2CCOCC2)cc1 | 27 | -3 | 125 | 0.4 | 102 | -2 | 107 | -7 | -11 | 2 | -4

Exported as tab-separated lines: entries from further up.
smiles	GSH bead fluor	Bcl-2 Bim block	RGS8-Gao	ABCB1 inh	RGS7-Gao	Bim-Bcl-B	RGS4-Gao reg	Bim-Bfl-1	Bcl-XL Bim block	ABCG2 inh	Bcl-W Bim block
O=C(CSC1=NCCN1)C1COc2ccccc2O1 (configuration not stated)	8	-2	102	0.2	100	1	94	-2	0	2	0
CCN(CC)S(=O)(=O)c1cc(C(=O)c2nccn2C)ccc1Cl	18	-2	101	0.6	101	-4	97	-5	-2	3	0
COc1nc(NC(C)=O)nc(C)c1Br	23	-9	101	1.0	97	-8	101	-15	-7	6	-4

Remaining list, next part.
SMILES | GSH bead fluor | Bcl-2 Bim block | RGS8-Gao | ABCB1 inh | RGS7-Gao | Bim-Bcl-B | RGS4-Gao reg | Bim-Bfl-1 | Bcl-XL Bim block | ABCG2 inh | Bcl-W Bim block
COc1ccc(CCNC(=O)Cn2cnc3ccccc3c2=O)cc1OC | 11 | -3 | 97 | 0.3 | 99 | -3 | 97 | -10 | -3 | 6 | 0
Cc1c(-n2c(-c3ccccc3Cl)n[nH]c2=S)c(=O)n(-c2ccccc2)n1C | 13 | -2 | 101 | 3.1 | u | -10 | 102 | -2 | -3 | 3 | -1
COc1ccc(C(=O)OCC(=O)Nc2ccc(F)cc2F)cc1OC | 13 | 0 | 101 | 0.1 | 95 | -1 | 101 | -1 | -4 | 2 | 0
COc1ccc(OC)c(Nc2ncnc3ccccc23)c1 | 29 | -7 | 98 | 0.9 | 99 | -6 | 97 | -8 | -3 | 6 | 1
O=C(COC(=O)C12CC3CC(CC(Br)(C3)C1)C2)N1CCOCC1 | 17 | -7 | 97 | 0.4 | 98 | -4 | 98 | -6 | -4 | 0 | -2
COc1ccc(C(=O)NCC(=O)OCC(=O)c2ccc3c(c2)OCCO3)cc1 | 29 | -14 | 97 | 0.3 | 96 | -10 | 96 | -19 | -7 | 7 | -2
CN(C)c1ccc(CNCCC2CCOC(C)(C)C2)cc1 (configuration not stated) | 11 | 2 | 98 | 0.3 | 105 | 1 | 102 | 1 | 3 | 1 | -1
O=C(N/C(=C\c1ccc(Cl)cc1)C(=O)N1CCOCC1)c1ccc([N+](=O)[O-])cc1 | 11 | -3 | 102 | 1.2 | 100 | -4 | 100 | -3 | 0 | 10 | 1
CN(C)c1ncc(/C=C2/C(=O)NC(=S)N(C3CCCCC3)C2=O)cn1 | 15 | 0 | 89 | 0.1 | u | -5 | 95 | -5 | -4 | 0 | -1
O=C(CSC1=NCCS1)N1CCN(c2ccccc2)CC1 | 25 | 0 | 90 | 0.2 | 94 | -2 | 90 | -1 | -3 | 0 | -1
O=C(NC1CCN(Cc2ccccc2)CC1)c1cncc(Br)c1 | 11 | -2 | 109 | 1.3 | 102 | -2 | 103 | -5 | 0 | 4 | -1
COCCn1c(SCC(=O)Nc2ccc3c(c2)OCCO3)nnc1-c1c[nH]c2ccccc12 | 30 | -9 | 101 | -0.2 | 97 | -9 | 100 | -16 | -3 | 2 | -1
CCNC(=O)Cn1c(=O)c(=O)n(Cc2ccccc2)c2ccc(Cl)cc21 | 15 | -19 | 84 | 1.1 | 171*[activator] | -7 | 162*[activator] | -6 | -3 | 95* | -5
Cc1nc(Nc2ccccc2)sc1C | 15 | -6 | 101 | -0.6 | u | -21 | 99 | 0 | -8 | 1 | -11
COc1ccc(N2CCN(C(=O)CN(c3ccc(Br)cc3)S(C)(=O)=O)CC2)cc1 | 17 | -3 | 101 | 1.4 | 101 | 0 | 102 | -2 | 0 | 5 | 0
C/C(=N/NC(=O)Cc1cccc2ccccc12)c1cccs1 | 8 | -3 | 102 | 0.1 | 96 | -4 | 100 | -12 | 0 | 0 | 0
CCOc1cc(C(=O)OC(C)C(=O)Nc2ncc(Cl)cc2Cl)ccc1OCC(=O)N1CCOCC1 (configuration not stated) | 6 | -2 | 82 | 1.2 | 92 | -5 | 95 | 0 | -5 | 56 | -2
c1ccc(-c2ccccc2OCCN2CCOCC2)cc1 | 13 | 1 | 105 | 0.0 | 100 | 3 | 100 | 0 | 0 | 1 | 0
Cc1ccc2c(c1)[nH]c1c(=O)n(CCC3=CCCCC3)cnc12 | 35 | 3 | 105 | 0.3 | 102 | 3 | 106 | 4 | 3 | 4 | 1
Cc1cc(SCC(=O)NCCN2C(=O)CSC2=O)nc2ccccc12 | 15 | -2 | 118 | 0.5 | 113 | 0 | 107 | -13 | -5 | 2 | -3
O=C(NCc1cccs1)Nc1cccs1 | 10 | -2 | 102 | -0.1 | 103 | -5 | 103 | -6 | -1 | 2 | 4
CC(C)(C)C(=O)COC(=O)c1ccccc1O | 26 | 0 | 102 | 0.9 | 99 | -7 | 103 | -12 | -5 | 8 | -2
COc1ccc(CNc2oc(COc3ccccc3)nc2C#N)cc1 | 14 | -9 | 101 | 0.6 | 102 | -6 | 105 | -7 | -4 | 7 | 0
CCOC(=O)CC1C(=O)NC2CCCCC2N1C(=O)Nc1ccc(Cl)cc1 (configuration not stated) | 34 | -12 | 100 | -0.9 | 99 | -10 | 98 | -18 | -8 | 13 | -3
N=c1sc2ccccc2n1-c1ccccc1 | 15 | 1 | 101 | 1.0 | 100 | 0 | 99 | 0 | 0 | 8 | 0
COc1ccc(Nc2nc(C(F)(F)F)nc(C)c2C#N)cc1 | 14 | 10 | 110 | -0.4 | 107 | 16 | 106 | 12 | 12 | 0 | 7
COCC(=O)n1nc(-c2ccc(C)cc2)nc1NCc1ccc(F)cc1 | 19 | 0 | 101 | 0.8 | u | -3 | 100 | -2 | -4 | 16 | 0
COC(=O)c1sccc1NC(=O)CSc1ccccc1NS(=O)(=O)c1ccc(Cl)cc1 | 63 | -5 | 99 | 1.0 | 97 | -6 | 97 | -8 | -21 | 3 | 3
Cc1cc(C)n(CCNC(=O)c2cc(COc3c(F)cccc3F)on2)n1 | 12 | -5 | 96 | 0.9 | 92 | -5 | 96 | -6 | -2 | 33 | -1
